Source: PubChem
ALOX12 inh: Primary qHTS assay for inhibitors of human arachidonate 12S-lipoxygenase (ALOX12): Round 2. Polyunsaturated fatty acid lipoxygenase ALOX12 (Homo sapiens), P18054. purified 12hLO, xylenol orange hydroperoxide absorbance. Potency, µM (highest dose often 108 µM), for inactives: top-dose activity change, negative = inhibition, actives largely listed as inhibitors. 580,000 tested, 1.1% active. AID 1671190, 2021; note: potency is the fitted concentration of half-maximal effect; % is set by controls: 0 for no effect and ±100 for the full control effect
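Purified human 12hLO (150 nM final) in 25 mM Hepes, 0.01% Triton X-100, pH 7.0 was preincubated 15 min at room temperature with compound. Then 40 uM arachidonic acid was added, 30 min. Hydroperoxide was read by Fe-XO absorbance ratio 573/405 nm.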
APE1 inh: qHTS Assay for Inhibitors of the Human Apurinic/apyrimidinic Endonuclease 1 (APE1). Potency, µM (titrated, usually from 65.8 µM), without a hit: top-dose activity change, negative = inhibition, most hits filed as inhibitors. 350,000 tested, 0.35% active. recombinant APE1, TAMRA/BHQ-2 abasic DNA cleavage fluorescence. DNA repair nuclease/redox regulator APEX1 (Homo sapiens), P27695;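 note: potency is the fitted concentration of half-maximal effect; plate controls were vehicle for no effect and reference inhibitor for full effect; nearly all actives have a fitted effect of over 55% in size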
Target sequence (P27695 whole entry, looked up): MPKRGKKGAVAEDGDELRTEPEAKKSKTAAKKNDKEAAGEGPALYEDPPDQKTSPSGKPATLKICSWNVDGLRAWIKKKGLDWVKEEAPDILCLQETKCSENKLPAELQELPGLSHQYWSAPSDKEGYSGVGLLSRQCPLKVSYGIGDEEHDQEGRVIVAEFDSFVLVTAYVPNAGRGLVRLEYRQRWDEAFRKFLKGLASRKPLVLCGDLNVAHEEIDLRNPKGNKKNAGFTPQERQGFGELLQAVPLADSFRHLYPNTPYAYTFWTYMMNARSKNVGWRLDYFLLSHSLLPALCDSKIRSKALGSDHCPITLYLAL
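Substrate: short duplex with […] THF abasic site, 5'-TAMRA and 3'-BHQ-2, 50 nM final. APE1 at 0.75 nM, preincubated 15 min RT with compound. Fluorescence increase from first to third read measured activity.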
Pol kappa inh: qHTS for Inhibitors of Polymerase Kappa. purified Pol kappa, fluorescent DNA synthesis assay, 10 min. 400,000 tested, 0.53% active. Potency, µM (series often up to 107 µM), for inactives: at the top dose activity, negative = inhibition, hits mostly inhibitors. DNA polymerase kappa (Homo sapiens), Q9UBT6; note: potency is the fitted concentration of half-maximal effect; % is set by controls: 0 for no effect and ±100 for the full control effect
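Enzyme at 10 nM met test compounds for 15 min at room temperature. Substrate addition (50 nM final) began the reaction, which was monitored by fluorescence at 0 and 10 min.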
ERG-DNA inh: qHTS for Small Molecule Inhibitors of the ERG Ets/DNA interaction; Transcriptional regulator ERG (Homo sapiens), P11308; fluorescence polarization, His-ERG Ets domain / labelled DNA; Potency, µM (top dose mostly 76.9 µM), inactives show top-dose FP activity, negative = inhibition, hits mostly inhibitors; 370,000 tested, 0.028% active; AID 624246, 2012; active = well fitted inhibition curve with a large enough effect in the polarisation, with a control signal flat; inconclusive = small, poorly fitted or top-dose-only effect, or effect the other way, or a change in a side signal; inactive = no such curve, though single readings can be large or run the other way; the % refers to the polarisation;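 note: polarization taken with two DNA probes labelled with fluorescein and Texas red; potency is the fitted concentration of half-maximal effect; % of control where 0% means no effect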
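His-tagged ERG Ets domain (1 uM in the protein solution; 300mM KCl, 50mM Tris-HCl, 1mM EDTA, 1mM DTT, pH 7.5) received compound, then a probe mix of 5 nM fluorescein-DNA and 100nM Texas-615-DNA. Fluorescence polarization was read for both dyes.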
POLH inh: qHTS for Inhibitors of Polymerase Eta. 390,000 tested, 1.2% active. DNA polymerase eta (Homo sapiens), Q9Y253. recombinant Pol eta, fluorescent DNA replication assay. Potency, µM (doses to about 114 µM), inactives show at the highest dose activity change, negative = inhibition, usual class: inhibitors; note: potency is the fitted concentration of half-maximal effect; % is set by controls: 0 for no effect and ±100 for the full control effect
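Pol eta at 10 nM preincubated with compounds 15 min at room temperature; reaction started with fluorescent substrate (50 nM final) and read kinetically at 0 and 10 min.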
RGS4 inh: Inhibitors of Regulator of G Protein Signaling (RGS) 4: qHTS | Potency, µM (series often up to 114 µM), without a hit: at the top dose activity change, negative = inhibition, actives largely listed as inhibitors | Transcreener GDP fluorescence polarization, RGS4-accelerated GTP hydrolysis | Regulator of G-protein signaling 4 (Homo sapiens), P49798 | 390,000 tested, 0.039% active; note: potency is the fitted concentration of half-maximal effect; % is set by controls: 0 for no effect and ±100 for the full control effect; nearly all actives have a fitted effect of over 75% in size; some results filed as inactive show a strong effect at the top dose
Target sequence (P49798 whole entry, looked up): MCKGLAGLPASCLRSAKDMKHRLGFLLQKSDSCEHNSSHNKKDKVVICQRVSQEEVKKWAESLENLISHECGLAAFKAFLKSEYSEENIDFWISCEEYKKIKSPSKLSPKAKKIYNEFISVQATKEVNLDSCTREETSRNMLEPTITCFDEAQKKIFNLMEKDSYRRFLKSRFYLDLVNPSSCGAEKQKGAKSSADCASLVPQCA
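MLSMR compounds (23 nl, pin-transferred) preincubated 10 min at room temperature with a 500nM (2x) first reagent, then RGS4 at 900nM (2x) plus Transcreener GDP mix added; fluorescence polarization (620/688 nm) read before and after 90 min at 30 °C.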
LDHA inh: qHTS assay for inhibitors of human lactate dehydrogenase. L-lactate dehydrogenase A chain (Homo sapiens), P00338. purified LDHA, NADH/diaphorase-resazurin fluorescence; stronger effect = lower value. activity change, % (values are at about 110 or 230 µM). 480,000 tested, 0.15% active. AID 1347041, 2019; in the data active = activity change below about -30%; inconclusive = mostly about -25% to -30%;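 note: plate controls were DMSO wells for no effect and wells without enzyme for full effect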
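Remaining NADH was detected by diaphorase (0.133 mg/mL) converting 37 µM resazurin to fluorescent resorufin, read at 0 and 20 minutes. The preceding 5-minute room-temperature reaction used 2 nM LDHA, 0.2 mM sodium pyruvate and 0.06 mM NADH at pH 7.4.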
Pol beta inh: qHTS Assay for Inhibitors of DNA Polymerase Beta; P06746; Pol beta primer extension/strand displacement, fluorescence kinetic; Potency, µM (series often up to 114 µM), without a hit: at the top dose activity change, negative = inhibition, actives largely listed as inhibitors; 340,000 tested, 1.3% active; AID 485314, 2010; note: potency is the fitted concentration of half-maximal effect; % is set by controls: 0 for no effect and ±100 for the full control effect
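10 nM enzyme + cpd, 15 min RT; start with substrate 50 nM final; read 0 min and after 10 min RT. Corrected, normalized data; 4-parameter Hill curve fit.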
Apoferritin bind: qHTS Assay for Identification of Novel General Anesthetics; Potency, µM (series often up to 77.5 µM), for the others: top-dose activity change, negative = displacement, usual class: inhibitors; 350,000 tested, 0.074% active; apoferritin/1-aminoanthracene competitive binding, fluorescence; Ferritin light chain (Equus caballus), P02791; AID 485281, 2010; note: potency is the fitted concentration of half-maximal effect; % is set by controls: 0 for no effect and ±100 for the full control effect; nearly all actives have a fitted effect of over 20% in size
Target sequence (P02791 2-175 limits assumed): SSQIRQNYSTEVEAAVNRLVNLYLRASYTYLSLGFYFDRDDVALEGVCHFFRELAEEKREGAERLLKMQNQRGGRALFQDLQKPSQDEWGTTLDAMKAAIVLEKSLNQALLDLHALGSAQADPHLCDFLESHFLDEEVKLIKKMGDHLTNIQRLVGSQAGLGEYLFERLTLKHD
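10 uM apoferritin + 50% sat. 1-AMA, PBS; cpd 10 min RT; Ex380/Em535 endpoint; normalized to free probe vs complex; 4-param Hill fit; propofol titration as pos. ctrl.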
Starred values were filed as active, the others as inactive; i = inactive; ? = inconclusive; . = no result given; [ ] = remark or other dose. Unless noted, calls come from the whole dose curve; as a rule, active = well fitted curve in the direction sought with a large enough effect; inconclusive = small, poorly fitted or top-dose-only effect, or another doubt; inactive = no such curve, though single readings can be large; an effect the other way counts as inactive or inconclusive. An excerpt (hit frequency here may not be typical).

SMILES | ALOX12 inh | APE1 inh | Pol kappa inh | ERG-DNA inh | POLH inh | RGS4 inh | LDHA inh | Pol beta inh | Apoferritin bind
CC(=O)c1ccc(N2CCN(S(=O)(=O)c3cc4c(cc3C)NC(=O)CO4)CC2)cc1 | -5% | -12% | -14% | -18% | 1% | 11% | -15 | -29% | ?
CCc1ccc(NC(=O)c2c(Cl)nc(C)c(Cl)c2C)cc1 | 9% | -3% | -6% | 0% | -25% | -2% | -5 | 28% | -13%
O=C(CN1CCCN(Cc2cccc(F)c2)S1(=O)=O)Nc1ccc2c(c1)OCCO2 | -27% | . | -4%[60.1 µM] | -1% | -22% | 10% | -2 | -1% | -1%
Fc1ccccc1-n1cn[nH]c1=S | -8% | 18% | -2% | 4% | 0% | -7% | 1 | 20% | -4%
CCCn1c(=O)c(C(=O)NCc2ccccc2)c(O)c2ccccc21 | 2% | 27% | 3% | -8% | -9% | -66%[56.9 µM] | -2 | -16% | -7%
CC(=O)N1CCN(c2ccc(NC(=O)c3ccccc3C)cc2)CC1 | ? | 33% | 0% | -7% | 5% | 38% | -3 | 0% | 0%
CN(C)C(CNS(=O)(=O)c1cc([N+](=O)[O-])ccc1Cl)c1ccco1 (centres undefined) | ? | 21% | -31% | -6% | 50µM* | -10% | 24 | . | .
CN(C)C(=C(C#N)C#N)N1CCN(c2ccc(Cl)cc2)CC1 | -1% | 4% | 3% | 11% | -20% | ? | -1 | 2% | -1%
CC1(c2cccc(Br)c2)NC(=O)N(CC(=O)c2ccc3c(c2)OCCO3)C1=O (centres undefined) | 470%[activator] | 6% | -10% | . | -5% | -31% | -4 | . | .
CN=C(Nc1cc(C)nn1CCC#N)c1ccc(F)cc1 | 1% | 4% | -6% | . | 5% | 25% | -12 | 31% | -5%
CCN(C(=O)COC(=O)c1ccc2[nH]c(C)c(C)c2c1)c1c(N)n(Cc2ccccc2)c(=O)[nH]c1=O | ? | . | -2% | . | -12% | -22% | -3 | . | .
Cn1cccc1Cc1nnc(SCC(=O)Nc2nccs2)n1C | -3% | 8% | -7% | 7% | -11% | 44% | -2 | 13% | 3%
CCc1nc2onc(C)c2c(=O)n1CC(=O)O | -33% | . | 3% | 6% | -14% | 6% | -3 | 46% | 6%
CCOC(=O)/C(C#N)=C1/C=CNC(=O)N1 | -6% | 5% | 0% | 4% | -8% | 22% | -3 | 14% | 2%
CC(Oc1ccccc1)C(=O)NN1Cc2ccccc2C1=N (centres undefined) | -7% | -1% | -6% | -7% | 7% | 7% | -7 | 26% | -1%
CC(C)CNS(=O)(=O)c1ccc(OCC(=O)NCc2ccco2)cc1 | -1% | -2% | -10% | 3% | -14% | 18% | -9 | 40% | -2%
CCOc1ccc(C(F)(F)F)cc1NC(C)=O | 99%[activator] | 2% | -2% | 3% | -13% | -16% | -4 | 26% | -12%
O=C(c1ccc2c(c1)C(=O)N(Cc1ccncc1)C2=O)N1CCN(S(=O)(=O)c2ccc(OC(F)(F)F)cc2)CC1 | ? | . | 3% | . | -2% | 18% | -9 | . | .
N#Cc1c(SCc2cccc(Cl)c2)sc(C(=O)c2ccccc2)c1N | ? | -3% | -16% | 1% | -11% | -9% | -4 | 5% | -21%
COC(=O)c1ccccc1NC(=O)COC(=O)/C=C/c1cccs1 | -1% | 21% | 1% | 1% | -18% | -2% | -6 | . | .
CCOC(=O)c1sc(NC(=O)c2cccnc2)nc1C | 20%[57.4 µM] | -5% | -14% | -8% | -7% | -1% | -8 | 3% | -6%
CCCCOC(=O)CSC(=S)N(C)Cc1cccs1 | 6% | 8% | -22% | 8% | -11% | -16% | -5 | 10% | -18%
Cc1ccccc1NC(=O)CSc1nc(=O)n(CCN2CCOCC2)c2c1CCC2 | -23% | . | -4%[60.1 µM] | 5% | 13% | 7% | 1 | 0% | -5%
Cc1ccc(S(=O)(=O)N2CCN(C(=O)c3cccs3)CC2)c(C)c1 | -18% | -4% | -9% | 9% | -15% | 6% | -16 | 21% | -14%
COc1ccccc1NC(=O)COC(=O)/C=C/c1ccccc1[N+](=O)[O-] | 14% | -4% | -19% | 3% | -14% | -11% | -2 | 23% | -8%
C/C(=N\NC(=O)c1ccc2c(c1)OCO2)c1ccc(NS(C)(=O)=O)cc1 | i | . | -3% | 3% | -2% | 6% | -6 | . | .
COc1cccc(C(C(=O)NC2CCCCC2)N(C(=O)CNC(=O)c2ccco2)c2cccnc2)c1 (centres undefined) | -15% | 37%[12.4 µM] | 3% | -7% | -18% | -7% | -2 | 0% | -4%
CN(CCCNC(=O)C1CCC(=O)N1Cc1ccccc1Cl)c1ccccc1 (centres undefined) | ? | 0% | -2% | 5% | 4% | 3% | 3 | 33% | -8%
Cc1ccc(Nc2c(-c3ccc(C)cc3)nc3cnccn23)cc1 | ? | . | -2% | 1% | -25% | -14% | -5 | 3% | -7%
COc1cc(NC(=O)CCCl)cc(-n2cnnn2)c1 | -9% | 28% | 2% | 5% | -9% | -54% | 2 | 9% | -6%
Cc1c(O)ccc(/C(Cc2ccc3ccccc3n2)=N\O)c1O | -13% | ? | -9% | -10% | -22% | -1% | -3 | ? | ?
COc1ccc(Cc2nc3ccc(C(=O)N(C)CCc4cnn(C)c4)cc3o2)cc1OC | 15% | 3% | -13% | 2% | -20% | -2% | -10 | -3% | -6%
CCC(C)[C@H]1COCCS(=O)(=O)N1Cc1ccccc1 (some centres undefined) | 14% | 5% | 9% | 10% | -3% | -14% | 0 | 17% | -8%
CN(Cc1ccccc1)C(=O)c1ccccc1NC(=O)C1=CSCCO1 | 17% | 1% | -20% | 0% | -9% | 5% | -6 | 15% | -5%
O=C(CSc1nc(Cc2ccccc2)nc2ccccc12)Nc1ccc2c(c1)OCCO2 | -17% | -7% | -15% | 6% | -6% | -4% | -13 | ? | -19%
NC(=O)c1c(NC(=O)Cc2ccccc2)sc2c1CCN(Cc1ccccc1)C2 | 12%[57.4 µM] | 6% | -7% | -8% | -20% | -4% | -3 | 5% | -11%
CCCCCn1c(=O)[nH]c2cc(C(=O)N3CCN(c4cc(Cl)ccc4C)CC3)ccc2c1=O | -27% | . | -20% | -10% | -8% | 12% | -14 | 1% | -13%
CC(=O)N1CCc2cc(Br)cc(S(=O)(=O)CCC(=O)N3CCN(c4cccc(C)c4C)CC3)c21 | 0% | . | -9% | 0% | -9% | 4% | -8 | -2% | -8%
O=C(CC1Nc2ccccc2NC1=O)Nc1ccc2c(c1)OCO2 (centres undefined) | ? | 6% | -9% | 0% | -1% | -35% | 7 | 18% | -13%
Cc1cc(NC(=O)CN2C(=O)NC(C)(c3ccc(Cl)cc3)C2=O)no1 (centres undefined) | 11% | 0% | -21% | 3% | -2% | -1% | -1 | 16% | ?
CCCCNC(=O)CSc1nc2cc3c(cc2c(=O)n1CCCC(=O)NCc1ccc(OC)cc1)OCO3 | -19% | . | -2%[60.1 µM] | -10% | -4% | -19% | 1 | 0% | -8%
